# From PubChem
# SENP8 inh = inhibitors of human SENP8 protease | Q96LD8 | recombinant SENP8, Nedd8 substrate fluorescence | inhibition, % at 20 µM | 360,000 compounds, 0.64% hits; in the data active = inhibition mostly above about 40%, no sharp cut-off; inactive = mostly below about 27%
# Target sequence (Q96LD8 whole entry, looked up): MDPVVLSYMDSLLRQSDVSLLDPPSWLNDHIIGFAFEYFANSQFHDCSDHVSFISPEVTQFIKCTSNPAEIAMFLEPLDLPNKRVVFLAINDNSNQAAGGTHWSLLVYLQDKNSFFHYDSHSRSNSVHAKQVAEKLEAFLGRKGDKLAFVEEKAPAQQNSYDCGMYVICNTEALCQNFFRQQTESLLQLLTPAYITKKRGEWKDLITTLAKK
# SENP1 FRET inh = inhibitors of human SENP1 SUMO protease catalytic domain | recombinant SENP1 catalytic domain, CyPet-SUMO1-YPet FRET cleavage | AID 624204 | 360,000 compounds, 0.21% hits | inhibition, % at 10 µM;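 active = inhibition at least 30% at 10 µM, raw YFP signal under a set limit, fluorescence ratio 0.5 to 1.5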;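 note: 0% = enzyme with DMSO and 100% = no enzyme wells; some results filed as inactive read as strong as hits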
# Target sequence (Q9P0U3 419-644 limits assumed): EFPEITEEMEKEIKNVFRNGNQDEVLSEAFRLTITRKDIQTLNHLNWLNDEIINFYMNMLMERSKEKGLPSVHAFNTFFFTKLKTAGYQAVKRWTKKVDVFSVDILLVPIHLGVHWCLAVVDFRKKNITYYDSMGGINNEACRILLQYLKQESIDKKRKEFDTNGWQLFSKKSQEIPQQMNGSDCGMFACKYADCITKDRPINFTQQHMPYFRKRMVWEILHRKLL
#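 Test system: human SENP1 catalytic domain; medium: Tris pH 8 buffer plus EDTA, NaCl, BME, BSA, NP40, catalase; incubation: 50 min reaction at room temperature; technique: FRET, CFP and YFP emission; controls: no-enzyme low control and enzyme-plus-DMSO high control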
# The depositor's hits bear a star.
SMILES,SENP8 inh,SENP1 FRET inh
COc1ccc(-c2cc(NC=O)c3ncc(-c4cccc(C(=O)N(C)C)c4)n3c2)cn1,-313,-7
COC(=O)CSc1nnc(CNC(=O)c2cccs2)n1-c1cccc(C)c1,7,3
OCCc1ccc(NCCc2ccco2)cc1,11,-2
Cc1noc(C)c1NC(=O)N(C)C[C@H]1OCCCC[C@@H](C)Oc2ccc(NC(=O)Nc3ccc(F)cc3)cc2C(=O)N([C@@H](C)CO)C[C@H]1C,-9,1
COc1ccc(C(=O)N2CCCC(CO)C2)cc1OC1CCN(C(C)C)CC1 (configuration not stated),7,0
Cc1ccc2ccccc2c1C(O)c1ncc(-c2ccccc2Cl)[nH]1 (configuration not stated),12,0
COc1ccccc1-c1cccc(-c2nc(C(=O)N3CCCCC3)cc3c2[C@H](CCO)N(S(=O)C(C)(C)C)C3)c1 (some centres not stated),19,-1
CCCCNC(=O)C1(C)CCCCN1C(=O)c1cc(C)n(C(C)(C)C)n1 (configuration not stated),7,-1
CCc1nc2c(OCc3ccc(C(F)(F)F)cc3)cccn2c1N(C)C(=O)C1CC1,21,-2
CNc1nc(-c2ccc3c(c2)CCN3C(=O)c2ccccc2F)cs1,-4,1
Cc1ccccc1NC(=O)N(O)C1(C#N)CCCCC1,17,0
COc1cc2c(cc1OC)C(=NO)CCCC2,3,4
Nc1ccccc1C(=O)C[C@H](N)C(=O)O,-12,-14
CC1=CC(=NNS(=O)(=O)c2ccc([N+](=O)[O-])cc2)CC(C)(C)C1,16,-1
Cc1ccc2c(CN(C)Cc3ccccc3)cc(=O)oc2c1,19,4

# The last 2 records of the section before open the next one.
SMILES,SENP8 inh,SENP1 FRET inh
CC1=CC(=NNS(=O)(=O)c2ccc([N+](=O)[O-])cc2)CC(C)(C)C1,16,-1
Cc1ccc2c(CN(C)Cc3ccccc3)cc(=O)oc2c1,19,4
COc1ccc(S(=O)(=O)NC(=O)C2(C)CCN2C(=O)C2CCCCC2)cc1OC (configuration not stated),10,-1
O=S(CC(O)c1ccccc1)c1ccccc1 (configuration not stated),9,-1
Cc1ccc([C@H]2C[C@H](O)[C@@H](n3cc(C4CC4)nn3)CN2C(=O)C2CCCCC2)cc1,2,-1
CCCN(CCC)CC(O)Cn1cc(/C=C/C(=O)c2cccs2)c2ccccc21 (configuration not stated),-274,-24
COc1ccc(CC(N)c2csc(NC(=O)c3ccc(F)cc3)n2)cc1 (configuration not stated),-14,-23
Cc1cc(C)n2c(Nc3ccc4c(c3)OCCO4)c(C(C)C)nc2n1,-2,-2
Cc1cccc(OCCOc2ccccc2C=C(C#N)C#N)c1,-15,-3
CC1=CC(C)(C)NC(=S)N1c1ccc([N+](=O)[O-])cc1,12,2
CCN1CCN(c2ccc(S(=O)(=O)N3CCOCC3)cc2NC(=O)c2cc(F)c(F)c(F)c2F)CC1,12,1
OC(c1ccc2ccccc2c1)c1ncc(-c2ccc(C(F)(F)F)cc2)[nH]1 (configuration not stated),6,-1
CCc1c(C)nc2[nH]ncn2c1=O,2,0
O=C1C(=NO)CC(c2ccccc2)N1c1ccccc1 (configuration not stated),7,3
O=C(NCc1ccc(F)cc1)c1cc(C2CCCN(C(=O)c3ccc4ccccc4c3)C2)on1 (configuration not stated),-4,1
O=C(Cc1ccc(NC(=O)C2CCN(C(=O)C3CCC3)CC2)cc1)Nc1cccc(C(=O)N2CCCCC2)c1,0,6
COc1ccc(C(C)=O)cc1Cn1c(C)c(C(=O)NCc2cccc(C)c2)sc1=O,0,3
C[C@@H]1ON(C)[C@H]2C[C@H]3c4[nH]c5ccccc5c4CCN3C[C@@H]12,-28,-26
CC1(C(=O)Nc2cccc(OC(F)(F)F)c2)Cc2c(-c3cccc(C(N)=O)c3)ccnc2O1 (configuration not stated),8,1
COCCCNC(=O)C[C@@H]1C[C@@]2(C(=O)OC)CC(C)(C)CC=C2N(Cc2ccco2)C1=O,21,1
COc1ccc(NC(=O)c2sc(=O)n(Cc3ccccc3C#N)c2C)cc1OC,5,1
CC(C)C(=O)N(c1ccc(F)cc1)C1C=CS(=O)(=O)C1 (configuration not stated),5,4
CCCCNC(=O)c1nc(-c2ccccc2)oc1-c1ccc(Cl)cc1,-391,2
CC(=O)NC(=S)NNC(=O)COc1ccc(Br)cc1,17,2
COc1cccc(-c2ccc3c(c2)C2CC3CCN2C(C)=O)c1 (configuration not stated),1,-3
Cc1cc2[nH]c(=S)[nH]c2cc1C,-6,1
CSCCC(C(=O)Nc1c(C)cccc1C)n1c(-c2cnc(C)cn2)nc2ccccc21 (configuration not stated),-148,1
CN1OC[C@@H]2CN[C@H](c3ccc(-c4ccc(C#N)cc4)cc3)C[C@@H]21,1,-4
OC[C@@H]1CN(Cc2ccc(-c3ccccc3)cc2)C[C@H](n2cnc3c(NCc4ccco4)ncnc32)O1,0,-1
OC1CCC2CN3CCc4c([nH]c5ccccc45)C3CC2C1 (configuration not stated),-35,-20
CCN(CC)C(=O)Cn1cc(S(=O)(=O)CC(=O)Nc2cccc(NC(C)=O)c2)c2ccccc21,4,2
CC(C)=CCCC(C)c1cc(C(=O)NCCc2ccc(O)cc2)c(N)s1 (configuration not stated),11,2

# Random excerpt: three records from the list
SMILES,SENP8 inh,SENP1 FRET inh
CCCN(CCC)CC(O)Cn1cc(/C=C/C(=O)c2cccs2)c2ccccc21 (configuration not stated),-274,-24
COc1ccc(CC(N)c2csc(NC(=O)c3ccc(F)cc3)n2)cc1 (configuration not stated),-14,-23
C[C@@H]1ON(C)[C@H]2C[C@H]3c4[nH]c5ccccc5c4CCN3C[C@@H]12,-28,-26

# Next records.
SMILES,SENP8 inh,SENP1 FRET inh
O=C(NCc1ccncc1)c1ccc2nc([C@@H]3O[C@H](CO)[C@H](O)[C@H](O)[C@H]3O)[nH]c2c1,-10,-1
CC(C)Nc1nc(Nc2ccc(Cl)cc2F)c2sccc2n1,-452,3
Cc1ccc(S(=O)(=O)N(CCC(=O)NCC(c2ccccc2)N(C)C)c2ccccc2)cc1 (configuration not stated),2,1
Cc1ccccc1OCCCCCNCCO,4,2
COCCNC(=O)C1CCCN(C(=O)c2cc(-c3cccs3)oc2C)CC1 (configuration not stated),0,2
CN1CCN(c2ccc3sc(-n4ccc5ccccc54)nc3c2)CC1,-26,2
CC(C)(C(=O)N1CCC1(C)C(=O)NS(=O)(=O)c1cccc(C#N)c1)c1ccccc1 (configuration not stated),-2,1
CCCCN1C(=O)C(CC(=O)NCCc2ccccn2)CC(C(=O)N2CCOCC2)=C1C (configuration not stated),20,0
COc1ccc(C=C2Cc3ccccc3C2=O)cc1,-284,-41
CCN(CC(=O)Nc1c(F)cccc1F)C(=O)CCCOc1ccccc1,3,0
N#CC(CC(=O)OCc1ccccc1)NC(=O)OCc1ccccc1 (configuration not stated),22,2
Cn1ccnc1CC(C)(O)c1ccccc1 (configuration not stated),19,1
O=C1c2ccccc2C(=O)N1c1ncc(Cc2ccc(Cl)cc2)s1,18,-1
CC(C)(C)OC(=O)N(Cc1ccccc1)Cc1ccc(OCc2cccc(NC(=O)C3CC3)c2)cc1,2,1
O=S(=O)(c1cccc2nsnc12)N1CCc2ccccc21,22,2
Clc1ccc(-c2nc3ccc(Cl)cn3c2Cc2ccccc2)cc1,-242,2
O=C(NC(c1ccc(-c2ccccc2)cc1)c1cnccn1)C1CCN(CCCOc2ccccc2)CC1 (configuration not stated),18,-8
O=C(COC(=O)/C=C/c1ccccc1Cl)NC1CC1,1,1
Cc1cc2nc(-c3cccc(Cl)c3)c(Cc3ccsc3)n2c(C)c1Br,1,9
CCOC(=O)[C@@H]1CSCCS(=O)(=O)N1,-1,-2
O=C(NN=Cc1ccccc1O)c1cccc([N+](=O)[O-])c1,6,3
CCCC(=O)N1CCC1(C)C(=O)Nc1scc(C)c1C#N (configuration not stated),16,0
CCC(=O)N1CCCC1(C)C(=O)Nc1cccc(Oc2ccccc2)c1 (configuration not stated),1,1
COc1ccc(NC(=O)c2cc(-c3cc(Cl)ccc3C)n[nH]2)cn1,17,2
CS(=O)(=O)c1ccc(S(=O)(=O)N2CCN(C(=O)C(O)c3ccccc3)CC2)cc1 (configuration not stated),4,2
CN1CCn2cnc(C(=O)Nc3ccc(Cl)cc3)c2C1=O,12,1
COc1ccc2c(C)cc(=O)sc2c1,4,1
O=C1NC2c3c(Cl)sc(Cl)c3C(=O)C2O1 (configuration not stated),-42,-17
CN(C=O)c1ccc(CSc2ccccc2)cc1,10,3
CC(C)CN1C(=O)CN(S(C)(=O)=O)CC1(C)C(=O)NCc1ccccc1 (configuration not stated),23,0
O=C(c1cnc(Cl)c(Cl)c1)N1CCN(S(=O)(=O)c2cccs2)CC1,-3,-1
O=C(NCCc1ccc(Cl)cc1)c1cccc(S(=O)(=O)N2CCCC2)c1,10,0
O=c1[nH]c(=O)n(C2OC(CO)C(O)C2O)c2c1CCCC2 (configuration not stated),6,0
N#Cc1c(N2CCN(c3ccc([N+](=O)[O-])cc3)CC2)[n+](=O)c2ccc(Cl)cc2n1[O-],21,-14
CCc1nc2ccc(C(=O)N3CCN(C(=O)c4ccco4)CC3)cn2c1N(C)C(=O)C1CCCCC1,-6,1
COc1ccc(S(=O)(=O)N2CCCC(c3cc(C(=O)NCc4cccnc4)no3)C2)cc1 (configuration not stated),15,0
NC(=O)c1ccc(NCCc2cccs2)cc1,7,1
Cc1ccc2c(Cl)c(C(=O)NCCCN3CCOCC3)sc2c1,3,-3
C=CCn1c(SCC(=O)NCC(c2ccccc2)N(C)C)nc2sc3c(c2c1=O)CCC3 (configuration not stated),1,-1
O=S(=O)(NCCc1ccc(F)cc1)c1cc(C(F)(F)F)ccc1Br,7,1
COc1ccc(-c2cc(C(=O)NCc3cccc(C(F)(F)F)c3)[nH]n2)c(C)c1,6,-2
CCCCn1nnnc1C(c1cc2ccccc2o1)N(C)Cc1ccc(Cl)c(Cl)c1 (configuration not stated),10,0
CN(C(=O)c1cccc(NC(=O)Cc2ccc(NC(=O)C3CCN(C(=O)C4CCC4)CC3)cc2)c1)C1CCCC1,5,5
CCn1c(=O)cc(SCC(=O)NCc2ccco2)c2ccccc21,-3,2
C[C@@H]1CN([C@H](C)CO)S(=O)(=O)c2ccc(Br)cc2O[C@@H]1CN(C)Cc1ccc(C(=O)O)cc1,-21,2

# Next part (five carried over from the part before).
SMILES,SENP8 inh,SENP1 FRET inh
COc1ccc(-c2cc(C(=O)NCc3cccc(C(F)(F)F)c3)[nH]n2)c(C)c1,6,-2
CCCCn1nnnc1C(c1cc2ccccc2o1)N(C)Cc1ccc(Cl)c(Cl)c1 (configuration not stated),10,0
CN(C(=O)c1cccc(NC(=O)Cc2ccc(NC(=O)C3CCN(C(=O)C4CCC4)CC3)cc2)c1)C1CCCC1,5,5
CCn1c(=O)cc(SCC(=O)NCc2ccco2)c2ccccc21,-3,2
C[C@@H]1CN([C@H](C)CO)S(=O)(=O)c2ccc(Br)cc2O[C@@H]1CN(C)Cc1ccc(C(=O)O)cc1,-21,2
O=[N+]([O-])c1cccc(/C([O-])=C(/C(=S)Nc2cccc3ccccc23)[n+]2ccccc2)c1,-303,-50
N=c1oc2ccccc2cc1C(=O)Nc1ccc(F)cc1,20,-5
C=C(C)Cn1c2ccc(NC(=O)CCc3cccnc3)cc2c(=O)n1C,-475,2
CS(=O)(=O)N1CCCCC1c1cc(C(=O)Nc2ccccc2)no1 (configuration not stated),10,2
C=C1c2nc3ccccc3n2C=C(c2ccc(C)cc2)N1c1ccccc1,-472,-57
Cc1nc2ccc(N)nc2nc1C,-462,-2
O=C1c2ccccc2C(=O)c2c(/C=C/N3CCCCC3)ccnc21,64*,8
COCCNC(=O)C1(C)CCCN(Cc2cc(-c3ccccc3)on2)C1 (configuration not stated),21,0
Nc1ccn(C2OC(COC(=O)C34CC5CC(CC(C5)C3)C4)C(O)C2O)c(=O)n1 (configuration not stated),3,2
OC[C@@H]1CN(Cc2ccccc2)C[C@H](n2cnc3c(N4CCOCC4)ncnc32)O1,25,-1
CCCCNC(=O)C[C@@H]1C[C@@]2(C(=O)OC)CC(C)(C)CC=C2N(Cc2cccc3ccccc23)C1=O,14,-2
COc1cc(C(=S)N2CCOCC2)cc(OC)c1OC(=O)c1ccccc1Cl,14,3
COc1ccc(-n2c(=O)c3c4c(sc3n(CC(=O)NCC3CCCO3)c2=O)CN(C(C)=O)CC4)cc1OC (configuration not stated),11,-1
CC1(C)Cc2cccc(OC(=O)NCCc3ccc(F)cc3)c2O1,-5,-1
CCCN(C)C1CN(Cc2cn(Cc3cccc(Cl)c3)nn2)S(=O)(=O)C1 (configuration not stated),14,2

# Not all compounds are listed, so the mix of outcomes need not match the whole.
